TRPC6 activator – mouse TRPC6 channel activators, primary screen, cell-based, HEK293, membrane potential dye. AID 2550, 2010. B-score at 10 µM. actives 0.13% (n = 310,000). HEK293-TRPC6 membrane potential dye fluorescence; stronger effect = higher value;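 active = B-score of the integrated fluorescence ratio above library mean plus 3 SD, and starting fluorescence ratio within library mean plus 5 SD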;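 note: higher score means more depolarization so channel activation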
ANO1 activ – TMEM16A chloride channel activators or potentiators, primary screen, cell-based, HTS; Anoctamin-1 (Mus musculus), Q8BHY3; HEK293 TMEM16A/YFP-H148Q/I152L, iodide quench fluorescence; stronger effect = lower value; actives 0.3% (n = 340,000); B-score at 10 µM;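 active = fluorescence-ratio B-score plate-corrected deviation score at least 3 library SD below zero, with starting fluorescence score within 5 deviations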;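 note: channel opened by trigger with iodide after compound preincubation; score built on the fluorescence ratio of max minus min over baseline; more negative score means more quench and so TMEM16A activation or potentiation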
TMEM16A inh – TMEM16A chloride channel inhibitors, primary screen, cell-based, HTS. Anoctamin-1 (Mus musculus), Q8BHY3. HEK293 TMEM16A/YFP iodide influx fluorescence, ionomycin. normalized B-score (activity score, 25-100; higher = stronger inhibition) at 10 µM. actives 1.2% (n = 310,000);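 active = ratio plate-corrected score three or more library SD toward inhibition, starting fluorescence score within five deviations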;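 note: score derived from kinetic fluorescence span divided by baseline fluorescence per well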
RGS4 block – RGS4 inhibitors, primary screen, cell-based, HEK293 M3R inducible RGS4, calcium flux | B-score at 10 µM | actives 0.45% (n = 310,000) | Fluo-4 calcium flux; stronger effect = higher value; triggered by carbachol at its EC20 | AID 463165, 2010;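 active = B-score, a plate-corrected calcium signal, over three deviations above library mean, with baseline fluorescence within five deviations of library mean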;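 note: RGS4 expression induced by doxycycline in cells with stable M3 receptor; B-score is computed from the integrated fluorescence ratio over baseline after carbachol; higher B-score means a larger calcium signal and so more RGS4 inhibition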
Target sequence (P49798 whole entry, looked up): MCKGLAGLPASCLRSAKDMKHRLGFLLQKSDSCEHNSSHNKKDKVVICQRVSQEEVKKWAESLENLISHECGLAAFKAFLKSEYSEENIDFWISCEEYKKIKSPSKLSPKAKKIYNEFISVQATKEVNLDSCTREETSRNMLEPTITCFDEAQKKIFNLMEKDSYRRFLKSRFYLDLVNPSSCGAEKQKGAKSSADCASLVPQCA
TRPC6 inhibitor – mouse TRPC6 channel inhibitors, primary screen, cell-based, HEK293, membrane potential dye; ACh-evoked depolarization; stronger effect = lower value; B-score at 10 µM; actives 1.1% (n = 310,000);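 active = B-score under library mean minus 3 SD, initial fluorescence not abnormally high, positive integrated signal ratio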;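 note: B-score derived from integrated fluorescence ratio over the kinetic read; more negative B-score means stronger inhibition of depolarization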
MrgX1 PAM – positive allosteric modulators of MrgX1, primary screen, HEK293 cells, Fluo-4 calcium flux; FDSS; stronger effect = higher value; B-score at 10 µM; actives 0.63% (n = 310,000); AID 588675, 2011;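 active = plate-corrected calcium response at least 3 library SD above typical, normal starting fluorescence, not activating the receptor alone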;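 note: compound read alongside a low EC10 to EC30 dose of BAM8-22 agonist; peak minus trough fluorescence over baseline measured at the second addition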
Target sequence (Q96LB2 whole entry, looked up): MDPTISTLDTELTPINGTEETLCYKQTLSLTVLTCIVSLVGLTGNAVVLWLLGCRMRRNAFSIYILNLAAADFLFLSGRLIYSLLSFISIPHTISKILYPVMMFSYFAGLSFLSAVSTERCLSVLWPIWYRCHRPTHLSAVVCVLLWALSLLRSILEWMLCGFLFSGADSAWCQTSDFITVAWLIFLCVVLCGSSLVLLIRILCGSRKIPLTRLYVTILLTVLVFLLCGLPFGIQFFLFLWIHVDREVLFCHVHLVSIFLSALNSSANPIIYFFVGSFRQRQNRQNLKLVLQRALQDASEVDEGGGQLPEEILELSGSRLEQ
RGS4 act – RGS4 potentiators or activators, primary screen, cell-based, HEK293 M3R inducible RGS4, calcium flux; AID 463111, 2010; B-score at 10 µM; carbachol calcium flux Fluo4; stronger effect = lower value; actives 0.92% (n = 310,000);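 active = B-score of the integrated calcium signal more than 4 SD below the library mean, with starting fluorescence not abnormally high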;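 note: negative B-score means reduced calcium response which marks RGS4 activation or potentiation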
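Assay system: HEK293 FlpIn-TREx cells, stable M3R, doxycycline-inducible RGS4 / Probe or stimulus: carbachol, ECmax concentration / Times: overnight RGS4 induction, 30 min dye load 37 °C, 20 min compound RT / Signal: kinetic calcium fluorescence imaging with Fluo4-AM dye, 2 µM / Measure: Agonist-evoked peak-minus-minimum fluorescence over baseline, integrated ratio, B score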
HDAC3 inhib – HDAC3 deacetylase inhibitors, primary screen, biochemical, fluorescence, cell-free homogeneous | recombinant HDAC3, fluorogenic peptide/trypsin coupled | inhibition, % at 8.3 µM | actives 0.15% (n = 320,000); in the data active = inhibition above about 26%, passing the limit was not always enough; inconclusive = no clear call, values can overlap the other calls
Target sequence (O15379 whole entry, looked up): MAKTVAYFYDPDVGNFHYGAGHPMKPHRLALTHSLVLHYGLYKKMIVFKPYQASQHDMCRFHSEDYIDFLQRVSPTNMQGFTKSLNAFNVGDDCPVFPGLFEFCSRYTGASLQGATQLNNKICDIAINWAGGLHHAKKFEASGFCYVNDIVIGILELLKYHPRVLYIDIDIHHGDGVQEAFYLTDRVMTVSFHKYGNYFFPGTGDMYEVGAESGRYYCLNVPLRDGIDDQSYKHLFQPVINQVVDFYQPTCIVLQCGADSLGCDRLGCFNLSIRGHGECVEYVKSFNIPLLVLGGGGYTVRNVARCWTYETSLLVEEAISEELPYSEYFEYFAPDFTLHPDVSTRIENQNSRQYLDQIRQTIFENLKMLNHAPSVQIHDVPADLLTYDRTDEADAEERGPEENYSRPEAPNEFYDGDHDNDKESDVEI
MrgX1 agonist – agonists of human MrgX1 receptor, primary screen, HEK293 cells, Fluo-4 calcium flux. Fluo-4 calcium fluorescence, agonist mode; stronger effect = higher value. B-score at 10 µM. actives 0.44% (n = 310,000). AID 588627, 2011;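 active = calcium response B-score plate-corrected fluorescence ratio at least 3 library SD, with starting fluorescence B-score inside 5 SD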
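Test system: Stable human MrgX1 HEK293 cell line | Schedule: Overnight plating before 1 h dye loading | Read-out basis: Baseline-normalised fluorescence change ratio, B-scored | Detection: Kinetic calcium dye fluorescence, Fluo-4 NW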
MrgX1 antag – antagonists of human MrgX1 receptor, primary screen, HEK293 cells, Fluo-4 calcium flux; B-score at 10 µM; actives 1.3% (n = 310,000); BAM8-22 antagonism; stronger effect = lower value; AID 588676, 2011;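 active = calcium-response B-score plate-corrected more than 3 library SD below zero, starting fluorescence within 5 deviations, no agonist response on first addition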;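 note: peak minus trough fluorescence over baseline after final BAM8-22 challenge near maximal dose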
SKKanGAS inh – S. pyogenes SKKanGAS growth inhibitors in kanamycin, primary screen, streptokinase expression inhibitor project, SKKanGAS strain, BacTiter-Glo luminescence; 6 h; inhibition, % at 7.5 µM; actives 1.3% (n = 300,000);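 active = mean replicate score, as percent of positive control median, at least 50; inconclusive = mean below 50 but one replicate at or above 50; inactive = mean and every replicate below 50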;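 note: strain carries kanamycin resistance gene driven by streptokinase promoter and grows in 40 µg/ml kanamycin; loss of luminescence reflects streptokinase promoter inhibition or plain growth inhibition; 0% = median of DMSO wells and 100% = positive control at its reference dose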
* hit, by the source's call; i = inactive; ? = inconclusive; . = no result given.

SMILES	TRPC6 activator	ANO1 activ	TMEM16A inh	RGS4 block	TRPC6 inhibitor	MrgX1 PAM	RGS4 act	HDAC3 inhib	MrgX1 agonist	MrgX1 antag	SKKanGAS inh
CC1CCCCC1NC(=O)c1nnc(Cc2ccc(Cl)cc2)o1 (stereo not drawn)	i	i	i	i	i	i	i	7	i	i	-4
Cc1ccc(C23CC4CC(CC(C(=O)NN)(C4)C2)C3)cc1	i	i	i	i	i	i	i	-4	i	i	14
Cc1nc(Nc2ccccc2F)c2nnn(Cc3ccccc3Cl)c2n1	i	i	i	i	i	i	i	-9	i	i	3
CC/C(=N\Nc1ccnc2cc(Cl)ccc12)c1ccc(O)cc1	i	i	i	i	i	i	i	8	i	i	-2
Cc1cccc(C)c1NC(=O)C(NC(=O)CN1C(=O)c2ccccc2C1=O)c1ccccc1 (stereo not drawn)	i	i	i	i	i	i	i	-2	i	i	-14
CN1CCN(C(=S)SCC(=O)N2CCCc3ccccc32)CC1	i	i	i	i	i	i	i	-9	i	i	-5
COc1ccc(F)cc1C(=O)C1CCCN(C(=O)c2cccc(N(C)C)c2)C1 (stereo not drawn)	i	i	i	i	i	i	i	.	i	i	2
CC[C@]1(c2ccccc2OC)C(=O)N(C(=O)OC)N1C(=O)OC	i	i	i	i	i	i	i	-2	i	i	7
Cc1nn2c(NCCCN(C)C)c3c(nc2c1-c1ccccc1)CCCC3	i	i	i	i	-6.8*	i	i	15	i	i	4
CC(C)COc1ccc(-c2nnn(CC(=O)N3CCCC3)n2)cc1	i	i	i	i	i	i	i	-8	i	i	3
CSc1nc2ccc(NC(=O)c3c(-c4ccccc4)noc3C)cc2s1	i	i	i	i	i	i	i	9	i	i	-2
CCCC(=O)Nc1nn(C)c2nc3c(C)cccc3cc12	i	i	i	i	i	i	i	6	i	i	1
CCOC(=O)CCSc1nc(C)c2cc(C)ccc2n1	i	i	i	i	i	i	i	-9	i	i	-1
NC(=O)CC(NC(=O)c1ccccc1)c1ccc(NCCOc2ccccc2)c([N+](=O)[O-])c1 (stereo not drawn)	i	i	i	i	i	i	i	4	i	i	7
Fc1ccc(-c2nnc(Cc3nnc(-c4ccc(F)cc4)o3)o2)cc1	i	i	i	i	i	i	i	4	i	i	.
Cc1ccc(NC(=O)OCCNC(=O)c2ccncc2)cc1	i	i	i	i	i	i	i	-4	i	i	5
O=C(O)c1cc(-c2cccc3ccccc23)nc2ccccc12	i	i	i	i	i	i	i	4	i	i	4
Nc1ccc(NC(=O)c2cccs2)c(Cl)c1	i	i	i	i	i	i	i	-6	i	i	-2
CCn1ncc(/C=C/C(=O)C2CC2)c1C	i	i	i	i	i	i	i	3	i	i	-8
O=S(=O)(NCCc1csc(-c2cccnc2)n1)c1ccc(F)cc1	i	i	i	i	i	i	i	5	i	i	-2
COc1ccc(S(=O)(=O)Nc2ccc(Cl)cn2)cc1	i	i	i	i	i	i	i	5	i	i	1
Cc1c(C)n(Cc2ccccc2)c2ccc(C(=O)NCCN3CCOCC3)cc12	i	i	i	i	i	i	i	-3	i	i	-3
Cc1ccc(C(=O)NNC(=O)CSc2nnc3c(n2)[nH]c2ccc(F)cc23)cc1	i	i	i	i	i	i	i	-5	i	i	0
CCCCn1nc2cc(C(=O)NCc3ccccc3)ccc2c1OCC	i	i	i	i	i	i	i	-27	i	i	-1
CN(C)CCCN(C(=O)c1ccc(S(=O)(=O)N2CCc3ccccc32)cc1)c1nc2c(Cl)cccc2s1	i	i	i	i	i	i	i	1	i	i	19
O=C1CCCC/C1=C\Nc1ccccc1C(=O)O	i	i	i	i	i	i	i	-6	i	i	-5
O=C(c1ccccc1)n1nnc2ccccc21	i	i	i	i	i	i	i	96*	i	i	4
Cc1cccc(C(=O)NCC(=O)NC2CCN(Cc3ccccc3)CC2)c1	i	i	i	i	i	i	i	7	i	i	2
Oc1ccc(-c2nc3ccccc3s2)c(O)c1	i	i	i	i	-5.4*	i	-7.9*	-18	i	i	4
CS(=O)(=O)Nc1ccc(C(=O)NCc2ccc3c(c2)OCO3)cc1	i	i	i	i	i	i	i	2	i	i	0
COC(=O)c1[nH]c2ccc(C)cc2c1NC(=O)CCN1CCN(Cc2ccc3c(c2)OCO3)CC1	i	i	i	i	i	i	i	-1	i	i	2
Cc1sc(-n2cccc2)c(C(=O)O)c1C	i	i	i	i	i	i	i	-6	i	i	1
O=C(NCc1ccccc1)C1=C[C@H](c2ccc(Br)cc2)C[C@H](OCc2ccc(CO)cc2)O1	i	i	i	i	i	i	i	-4	i	i	29
CC(=O)c1ccc(N2CCN(C(=O)CN(C)S(=O)(=O)c3cnc[nH]3)CC2)cc1	i	i	i	i	i	i	i	?	i	i	-16
COc1ccccc1Nc1nc(-c2cccs2)cs1	i	i	i	i	i	i	i	0	i	i	-7
O=C(OCCNc1ccc(C(F)(F)F)cc1[N+](=O)[O-])c1cc2ccccc2oc1=O	i	i	i	i	i	i	i	3	i	i	-1

3 entries from above, bar-delimited:
canonical_smiles | TRPC6 activator | ANO1 activ | TMEM16A inh | RGS4 block | TRPC6 inhibitor | MrgX1 PAM | RGS4 act | HDAC3 inhib | MrgX1 agonist | MrgX1 antag | SKKanGAS inh
O=C1CCCC/C1=C\Nc1ccccc1C(=O)O | i | i | i | i | i | i | i | -6 | i | i | -5
CCOC(=O)CCSc1nc(C)c2cc(C)ccc2n1 | i | i | i | i | i | i | i | -9 | i | i | -1
COc1ccc(F)cc1C(=O)C1CCCN(C(=O)c2cccc(N(C)C)c2)C1 (stereo not drawn) | i | i | i | i | i | i | i | . | i | i | 2

Remaining list, next part:
SMILES	TRPC6 activator	ANO1 activ	TMEM16A inh	RGS4 block	TRPC6 inhibitor	MrgX1 PAM	RGS4 act	HDAC3 inhib	MrgX1 agonist	MrgX1 antag	SKKanGAS inh
COCC(=O)Nc1ccccc1Br	i	i	i	i	i	i	i	4	i	i	-1
N#C/C(=C\c1ccc(O)c(O)c1)C(=O)N1CCCC1	i	i	i	i	i	i	i	2	i	i	-15
O=C(CSc1nccn1Cc1ccccc1)Nc1ccccc1	i	i	i	i	i	i	i	.	i	i	-5
CC(=O)Nc1ccc(N=Cc2ccc(OCc3ccccc3)cc2)cc1	i	i	i	i	i	i	i	-3	i	i	2
NC(=O)C1(NC(=O)[C@@H]2CC3(CC(c4cccc(NC(=O)[C@@H]5CCC(=O)N5)c4)=NO3)CN2C(=O)Cc2ccc(Cl)cc2)CC1 (stereo partly drawn)	i	i	i	i	i	i	i	1	i	i	0
COc1cccc(-c2ccc(=O)n(CC(=O)Nc3ccc(S(=O)(=O)NCC(C)C)cc3)n2)c1	i	.	i	i	i	i	i	4	i	i	4
Cc1ccccc1NC(=O)c1sc(Cl)nc1C	i	i	i	i	i	i	i	-2	i	i	0
Cc1cc(C(=O)NCCN2C(=O)S/C(=C\c3cccs3)C2=O)ccc1[N+](=O)[O-]	i	i	i	i	i	i	i	-3	i	i	-2
CC(C)(C)NC(=O)NC(=O)COC(=O)c1cccc(NS(=O)(=O)c2ccc(F)c(F)c2)c1	i	i	i	i	i	i	i	5	i	i	7
O=C(c1ccco1)N1CCN(c2ncnc3scc(-c4ccccc4)c23)CC1	i	i	i	i	i	i	i	12	i	i	5
COC(=O)c1ccc(COc2ccc3c4c(c(=O)oc3c2)CCC4)o1	i	i	i	i	i	i	i	-2	i	i	1
CC(=O)Nc1cccc(NC(=O)CSc2nc(=O)n(CCN3CCOCC3)c3c2CCCC3)c1	i	i	i	i	i	i	i	?	i	i	-10
Cc1cc(C)cc(NC(=O)C2C3C=CC4(O3)C2C(=O)N(CCN2CCCCC2)C4C(=O)NC2CCCCC2)c1 (stereo not drawn)	i	i	i	i	i	i	i	0	i	i	-1
Cc1cccc(N(CC(=O)NC2CCCCC2)C(=O)CCC(=O)Nc2ccccn2)c1	i	.	i	i	i	i	i	-14	i	i	-1
Cc1nc2c(=O)n(-c3cccc(C(F)(F)F)c3)nc(C)c2s1	i	i	i	i	i	i	i	5	i	i	-1
CCOCC(=O)OCC(=O)Nc1cc(OC)c([N+](=O)[O-])cc1C	i	i	i	i	i	i	i	1	i	i	3
COCc1cc(=O)n2c([nH]c3ccccc32)c1C#N	i	.	i	i	i	i	i	-13	i	i	9
CCCc1cnc(NCCNCC(O)COc2ccc(Cl)c(Cl)c2)nc1 (stereo not drawn)	i	i	i	i	i	i	i	-5	i	i	7
O=C(OCCN=C1NS(=O)(=O)c2ccccc21)c1ccccc1	i	i	i	i	i	i	i	-8	i	i	-1
COc1cc(/C=C2/C(=O)N(c3ccc(Br)cc3)N=C2C)cc(OC)c1OC	i	i	.	i	-5.4*	.	i	.	.	.	-2
COCCN1C(=O)N[C@@H](c2ccc(Br)cc2)C(C(=O)OC)=C1C	i	.	i	i	i	i	i	-5	i	i	-2
Cc1ccc(S(=O)(=O)N2CCN(C)CC2)c(C)c1	i	i	i	i	i	i	i	-3	i	i	3
CCCCCOC(=O)C1=C(C)NC(=O)NC1c1ccc([N+](=O)[O-])cc1 (stereo not drawn)	i	i	i	i	i	i	i	1	i	i	0
CCO[C@@H]1OC(C(=O)Nc2ccccc2)=C[C@H](c2ccccc2)[C@H]1CCCO	i	i	i	i	i	i	i	9	i	i	8
O=c1[nH]cn[nH]1	i	i	i	i	i	i	i	2	i	i	1
CCn1ncc(N(C)N)c(Cl)c1=O	i	i	i	i	i	i	i	?	i	i	-3
CCOC(=O)c1nnc(-c2ccccc2)o1	i	i	i	i	i	i	i	0	i	i	-1

Screens (PubChem BioAssay)
